TAAR1 ag – human TAAR1 agonism; Q96RJ0; CHO RD-HGA16 TAAR1, Fluo-8 calcium fluorescence; vehicle wells 0%, saturating PEA agonist 100%; activation, % at 3 µM; 360,000 tested, 0.99% active; AID 624467;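 active means activation above the mean activation of all test compounds in the run plus 3 SD, cut at about 38% in these data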
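Assay system – CHO-derived RD-HGA16 cells with stable Gα16 and human TAAR1 · Compound dosing – one-point dosing at 3 µM (nominal) · Incubation – 17-24 h seeding, 75 min 37 °C dye, 30 min RT · Measured by – kinetic Fluo-8 calcium fluorescence · Control set – DMSO vehicle as 0%, PEA at EC100 as 100% · Repeats – single well for each compound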
TAAR1 antag – antagonists of human TAAR1. CHO RD-HGA16 TAAR1, Fluo-8 calcium fluorescence, antagonist. inhibition, % at 3 µM. 360,000 tested, 1.5% active;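 active means inhibition above a per-plate cutoff, the mean inhibition of test compounds on that plate plus 3 SD, cut at about 49% in these data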;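 further: 0% = DMSO plus EC80 beta-PEA response and 100% = DMSO alone without agonist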
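Test system: hTAAR1-expressing CHO RD-HGA16 cells, Gα16-coupled; Probe or stimulus: EC80 β-phenethylamine stimulus; Compound dosing: single nominal final test compound concentration of 3 µM; Timing: 140 s kinetic read after compound, 140 s after agonist; Signal: Fluo-8 calcium-sensitive fluorescence; Measure: % inhibition of agonist calcium response; Controls: DMSO and EC80 PEA controls.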
M1 PAM parental – counter-screen for M1 PAMs: effect in parental CHO-K1 cells. 360,000 tested, 0.02% active. ATP EC20, Fluo-8 calcium fluorescence; 0% at ATP EC20, 100% at ATP max. activation, % at 3 µM;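 active means activation above the run cutoff, the mean activation of all test compounds plus 3 SD, cut at about 40% in these data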;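 further: peak over basal fluorescence ratio in a 140 s read after ATP addition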
CHO parental Ca – signal in parental CHO cells, OX1R antagonist counter-screen; parental CHO-K1, ATP-induced calcium, Fluo-8 fluorescence; inhibition, % at 5.6 µM; 330,000 tested, 0.63% active; AID 463079;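 active means inhibition above that plate's mean sample inhibition plus 3 SD, cut at about 26% in these data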;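 further: 0% = ATP-challenged DMSO wells and 100% = DMSO wells without ATP; some compounds past the cut are filed as inactive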
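Material: parental CHO cells / Compound: single nominal dose of 5.6 µM per compound / Signal: Fluo-8 fluorescence / Replicates: singlicate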
CHO-K1 Ca ag – counter-screen for M1 agonists: effect in parental CHO-K1 cells; Fluo-8 calcium fluorescence; scaled to maximal ATP response, vehicle zero; activation, % at 3 µM; 360,000 tested, 0.48% active; AID 602248; in the data active means activation above about 15%;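 further: untransfected CHO-K1 host cells lacking M1 receptor as counterscreen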
M1 ag – activates human CHRM1 receptor. P11229. CHO-K1 hM1, Fluo-8 calcium fluorescence, agonist mode; 0% DMSO, 100% acetylcholine EC100. activation, % at 3 µM. 360,000 tested, 0.33% active. AID 588814;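 active means activation above the run's mean compound activation plus 3 SD, cut at about 16% in these data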;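 further: peak over basal fluorescence ratio within a 140 s kinetic read after compound addition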
Target sequence (P11229 whole entry, looked up): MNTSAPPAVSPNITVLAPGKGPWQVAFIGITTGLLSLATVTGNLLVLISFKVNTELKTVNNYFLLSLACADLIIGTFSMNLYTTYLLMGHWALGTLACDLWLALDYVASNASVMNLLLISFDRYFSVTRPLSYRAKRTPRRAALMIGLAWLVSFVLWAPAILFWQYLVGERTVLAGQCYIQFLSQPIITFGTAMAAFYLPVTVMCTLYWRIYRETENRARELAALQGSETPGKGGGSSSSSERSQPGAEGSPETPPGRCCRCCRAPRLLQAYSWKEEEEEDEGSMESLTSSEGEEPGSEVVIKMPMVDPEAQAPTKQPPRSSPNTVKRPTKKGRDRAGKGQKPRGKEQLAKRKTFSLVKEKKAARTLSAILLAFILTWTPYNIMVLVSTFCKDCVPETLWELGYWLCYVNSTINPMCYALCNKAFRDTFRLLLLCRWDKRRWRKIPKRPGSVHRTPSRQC
OXTR potentiator – potentiators of human oxytocin receptor; CHO-OTR cells, Fluo-8 calcium fluorescence, potentiator mode; 0% = oxytocin EC15, 100% = EC100; activation, % at 3 µM; 320,000 tested, 0.061% active; AID 2445;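 active means activation above that plate's cutoff, the mean activation of tested compounds plus 3 SD, cut at about 6.6% in these data, passing the limit was not always enough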;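 further: 100% uses oxytocin at 75 nM as the full agonist control; some results filed as inactive read as strong as hits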
Target sequence (P30559 whole entry, looked up): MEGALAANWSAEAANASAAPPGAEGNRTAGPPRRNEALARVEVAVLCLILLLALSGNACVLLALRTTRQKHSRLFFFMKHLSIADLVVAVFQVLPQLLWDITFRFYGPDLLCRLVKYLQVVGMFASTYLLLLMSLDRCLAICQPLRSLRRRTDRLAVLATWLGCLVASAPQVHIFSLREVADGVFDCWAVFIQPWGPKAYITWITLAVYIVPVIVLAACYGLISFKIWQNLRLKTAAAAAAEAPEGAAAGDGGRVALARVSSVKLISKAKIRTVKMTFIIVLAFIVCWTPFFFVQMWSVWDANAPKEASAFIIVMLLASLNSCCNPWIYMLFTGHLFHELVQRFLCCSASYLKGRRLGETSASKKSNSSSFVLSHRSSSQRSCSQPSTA
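Assay system: CHO cell line stably expressing human OTR. Reagent: EC15 oxytocin agonist. Dosing: single dose, 3.0 µM nominal final compound concentration. Timing: compound 6 min at room temperature before oxytocin, 100 s read. Signal: kinetic Fluo-8 calcium fluorescence. Controls: oxytocin EC15 low and EC100 high.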
M1 antag – human CHRM1 antagonism | P11229 | CHO-K1 hM1, Fluo-8 calcium fluorescence, ACh EC80 antagonist | inhibition, % at 3 µM | 360,000 tested, 1.3% active | AID 588852;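 active means percent inhibition above its own plate's cutoff, namely the mean of that plate's compound wells plus 3 SD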;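 further: peak over basal fluorescence ratio during 140 s after agonist addition; 0% = ACh EC80 plus DMSO and 100% = DMSO alone without agonist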
CHO-K1 Ca antag – counter-screen for M1 antagonists: effect in parental CHO-K1 cells; ATP-induced calcium, Fluo-8 fluorescence; inhibition, % at 3 µM; 360,000 tested, 0.6% active; AID 602250;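 active means inhibition above a per-plate cutoff, the plate's mean sample inhibition plus 3 SD, cut at about 24% in these data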;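 further: 0% = DMSO plus EC80 ATP and 100% = DMSO alone without ATP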
* hit, by the source's call; . = not tested or not shown.

SMILES	TAAR1 ag	TAAR1 antag	M1 PAM parental	CHO parental Ca	CHO-K1 Ca ag	M1 ag	OXTR potentiator	M1 antag	CHO-K1 Ca antag
O=C(NC1CCCC1)C1c2ccccc2OCC(=O)N1CCc1c[nH]c2ccccc12 (stereo not drawn)	0.5	3.7	10.7	.	1.2	.	.	.	-12.7
COc1ccc(NC(=O)c2cc([N+](=O)[O-])ccc2N2CCN(C)CC2)cc1	0.8	-10.4	10.0	-9.4	3.1	-10.9	-0.1	7.0	4.2
Brc1ccccc1-c1nnc(SCc2nc3ccccc3s2)o1	5.5	14.9	3.8	-12.5	0.9	-3.4	-6.0	0.9	7.2
CCn1c(SCC(=O)Nc2ccc3c(c2)OCO3)nnc1C1CC1	-1.3	-5.5	21.9	0.2	1.4	-6.6	-5.3	-1.2	-19.9
CCOC(=O)[C@]12CCCC=C1N(Cc1ccc3c(c1)OCO3)C(=O)[C@H](CC(=O)NCCCCc1ccccc1)C2	6.6	31.1	14.8	.	1.8	.	.	.	-18.2
Cc1ccc(C(C)(C)C)cc1S(=O)(=O)N1CC(=O)Nc2ccccc21	3.6	8.0	-18.9	-34.8	1.1	-1.3	-24.3	-0.1	-9.2
C/C(=N\NC(=O)c1ccoc1C)c1ccccc1	0.5	7.7	-8.2	-15.1	-0.1	-4.0	-5.9	3.2	-5.0
COc1cc(COCC(O)CN2CCOCC2)cc(OC)c1OC (stereo not drawn)	7.6	1.2	13.5	-11.1	0.3	-3.2	-2.7	-8.4	-2.3
O=C(O)c1ccc2c(c1)OCCCO2	0.6	-1.5	13.7	-6.5	1.1	-0.8	-3.2	-29.7	-12.4
COc1cc(/C=N/N2CCN(Cc3ccccc3)CC2)cc(OC)c1OC	1.0	-10.5	5.9	.	0.9	-4.5	.	-16.6	-6.7
Cc1ccc(OCCn2c(=O)oc3ccc(C)cc32)cc1	6.8	-3.4	11.3	-1.1	-0.7	-5.1	0.8	-3.7	-1.6
CCN1C(=O)[C@H]2[C@@H](c3ccc(-c4ccc(OC)cc4)cc3)N[C@@](C)(C(=O)OC)[C@H]2C1=O	4.4	-22.7	-2.7	-10.0	-0.2	-4.8	-4.7	10.2	-5.5
CCCCN1C(=O)NC(NS(=O)(=O)c2ccc(N)cc2)(C(F)(F)F)C1=O (stereo not drawn)	0.5	-1.4	13.1	-4.2	0.9	-1.9	-2.8	0.4	-11.7
CCc1nc(SCCO)c2oc3ccccc3c2n1	3.1	-12.5	7.8	-14.9	0.2	-4.6	-9.4	-1.4	-3.6
O=C(c1ccccc1F)N1CCN(S(=O)(=O)c2ccc(Br)cc2)CC1	.	.	-11.5	-14.0	1.8	0.9	-5.7	3.6	-9.8
CCN(CC)S(=O)(=O)c1ccc2[nH]cc(C(=O)NCCCN3CCCCC3)c(=O)c2c1	1.3	-9.9	10.3	-5.5	0.1	-9.7	2.7	-6.4	-5.4
O=C(OC1CCCCC1)c1ccc(NC(=O)c2ccco2)cc1	5.6	-9.2	21.1	14.5	1.1	0.6	-7.2	-13.3	-9.8
CCOCC(=O)Nc1cc(C)on1	3.9	-8.2	22.2	0.0	0.5	-2.3	-14.2	-7.7	-15.4
CCOC(=O)N1CCC(NCCNC(=O)c2ccc(F)cc2)CC1	3.5	-15.4	16.6	-6.2	0.4	63.3*	-5.5	68.2*	-20.7
NC(=O)c1cccc(-c2coc3c(C(=O)NCc4ccccc4)cccc23)c1	13.1	32.7	8.4	.	10.2	7.8	.	3.1	-3.2

The last 6 entries of the section above open the next one:
SMILES	TAAR1 ag	TAAR1 antag	M1 PAM parental	CHO parental Ca	CHO-K1 Ca ag	M1 ag	OXTR potentiator	M1 antag	CHO-K1 Ca antag
O=C(c1ccccc1F)N1CCN(S(=O)(=O)c2ccc(Br)cc2)CC1	.	.	-11.5	-14.0	1.8	0.9	-5.7	3.6	-9.8
CCN(CC)S(=O)(=O)c1ccc2[nH]cc(C(=O)NCCCN3CCCCC3)c(=O)c2c1	1.3	-9.9	10.3	-5.5	0.1	-9.7	2.7	-6.4	-5.4
O=C(OC1CCCCC1)c1ccc(NC(=O)c2ccco2)cc1	5.6	-9.2	21.1	14.5	1.1	0.6	-7.2	-13.3	-9.8
CCOCC(=O)Nc1cc(C)on1	3.9	-8.2	22.2	0.0	0.5	-2.3	-14.2	-7.7	-15.4
CCOC(=O)N1CCC(NCCNC(=O)c2ccc(F)cc2)CC1	3.5	-15.4	16.6	-6.2	0.4	63.3*	-5.5	68.2*	-20.7
NC(=O)c1cccc(-c2coc3c(C(=O)NCc4ccccc4)cccc23)c1	13.1	32.7	8.4	.	10.2	7.8	.	3.1	-3.2
C/C(=N\Nc1nc2ccccc2[nH]1)c1cccs1	19.2	-13.9	10.8	-10.9	1.9	-8.5	-7.3	-4.3	-16.3
COC(=O)Cc1c(C)nc2nc(NCc3c(F)cccc3Cl)[nH]n2c1=O	5.9	3.5	13.8	-8.6	0.2	-3.4	-7.5	-9.3	-6.4
CN(CCCCCCCCCCN(C)C(=O)Oc1cccc([N+](C)(C)C)c1)C(=O)Oc1cccc([N+](C)(C)C)c1	-0.9	7.0	3.5	-0.3	-0.1	-8.3	-3.5	29.0	-7.6
Cc1ccc2oc(C(=O)Nc3nonc3C)c(C)c2c1	-2.9	-13.4	12.4	31.9	0.0	-6.4	2.9	-10.9	-20.3
CCCCCc1ccc(-c2cn(Cc3ccc4ccccc4c3)nn2)cc1	3.2	-17.5	12.8	-2.1	0.6	-2.9	-9.2	-10.0	-10.4
Cc1cc(C)nc(NNS(=O)(=O)c2c(F)cc(F)cc2Br)n1	-0.3	-9.0	-10.0	-2.7	0.3	-2.4	2.8	0.9	4.5
Cc1cc(C)n2nc(SCC#N)nc2n1	0.9	-0.3	13.8	-4.8	0.5	-5.3	-6.3	6.0	-2.4
COc1cc(CN2CCN(C(=O)CC(C)C)CC2)c([N+](=O)[O-])cc1OC	2.4	-23.3	10.1	-2.1	0.9	-3.1	-3.4	-5.2	-8.6
O=C(Nc1ccc(N2CCOCC2)cc1)c1cn2ccccc2n1	9.5	4.0	-1.5	-6.4	0.1	0.4	0.9	-9.2	-2.0
CC(/C=C/C=C/c1ccccc1)=N/NC(=O)C(O)c1ccccc1 (stereo not drawn)	4.0	-29.5	5.8	-12.7	1.2	-1.0	-1.7	-3.9	-32.8
CC(Sc1ccccc1)C(=O)N/N=C/c1cccnc1 (stereo not drawn)	3.3	-23.7	27.4	-11.6	1.5	-6.4	2.6	-7.2	-23.9
CCn1nnnc1SCC(=O)NCc1cccs1	12.5	-14.0	-1.7	-2.9	-0.2	-1.8	0.9	5.1	4.4
Cc1ccc(C(NC(=O)c2ccccc2S(C)(=O)=O)c2ccccc2)cc1 (stereo not drawn)	2.8	4.5	3.6	-9.5	1.9	-3.7	2.2	-17.6	-5.0
O=C(Nc1nnc(C2CC2)s1)c1ccc(Cl)nc1	1.1	-9.7	18.1	-22.2	0.9	-3.3	1.4	-2.1	-15.7
CCC(C)(C)NC(=O)C(c1cccnc1)N(CCOC)C(=O)Cn1nnc2ccccc21 (stereo not drawn)	2.2	-1.6	11.2	.	-0.2	-3.6	.	-10.7	-3.6
O=C(O)c1ccccc1N/N=C/C1=C(N2CCOCC2)C(=C\c2ccccc2)/CC1	-1.7	-2.3	21.0	-9.2	-0.1	0.9	-1.7	-39.1	-17.7
Cn1cc(CN2CCC(CO)CC2)c(-c2ccc(Oc3ccccc3)cc2)n1	0.1	4.1	19.6	1.9	1.5	-13.0	-1.9	5.8	-1.6
O=C(N/N=C1/CCS(=O)(=O)c2ccc(F)cc21)c1ccccn1	2.4	-6.2	5.2	-9.2	1.6	-1.3	-7.4	0.1	-4.0
COc1ccc(Nc2ccc([N+](=O)[O-])cc2[N+](=O)[O-])cc1	10.2	-1.5	24.4	-2.9	0.8	-4.9	-14.8	-9.3	-17.5
CCOC(=O)C1CCN(C(C(=O)NC2CCCCC2)c2ccc(OC)cc2)CC1 (stereo not drawn)	1.9	5.0	9.8	-5.5	0.9	-3.5	-5.8	-21.2	-10.7
CC(O)CN(CCC(N)=O)CCC(N)=O (stereo not drawn)	2.4	-21.4	-3.2	-3.5	0.2	-2.2	-18.7	1.5	4.9
O=C1CC(N2CCCc3ccccc32)C(=O)N1c1ccccc1 (stereo not drawn)	9.1	5.9	8.8	-12.2	1.4	-3.8	2.3	-3.8	4.2
CCn1c(SCc2nc(N)nc(N3CCCCC3)n2)nc2c1c(=O)n(C)c(=O)n2C	-2.0	1.8	20.3	0.1	0.1	-2.9	-8.9	-2.7	-0.7
CCOC(=O)c1cnc(-c2ccccc2)nc1N1CC(C)OC(C)C1 (stereo not drawn)	-0.7	-3.4	25.2	-40.6	-0.4	-1.4	-6.7	-12.6	-22.1
N#Cc1nnn2c1nc(N)c1c(Cl)cccc12	-0.6	-2.9	19.0	.	6.3	-6.5	.	3.9	2.4
Cc1ccc(-n2c(C)cc(C(=O)COC(=O)c3c(C)noc3C)c2C)cc1	1.9	26.4	11.1	19.0	1.9	-6.4	-5.4	13.6	8.8
CCN(CC)CCCNC(=O)c1cn(CC)c2ccc(S(=O)(=O)N3CCc4ccccc4C3)cc2c1=O	0.3	4.4	3.5	-23.9	-0.4	-6.6	-4.9	5.0	-11.6
CC(=O)N/C(=C\c1ccccc1)C(=O)OC(C)C(=O)NCc1ccccc1 (stereo not drawn)	0.3	-16.4	6.8	2.1	0.4	-1.4	-1.9	-12.0	-0.2
Cc1c(Cl)cccc1NC(=O)C1CC(=O)N(C2CCCC2)C1 (stereo not drawn)	2.3	-10.5	-0.9	.	0.4	-2.7	.	-0.9	14.2
COc1cccc(C(NC(C)=O)c2nc(-c3cccc(NC(C)=O)c3)cs2)c1 (stereo not drawn)	0.8	-9.3	14.4	.	0.7	-0.3	.	-7.6	-15.4
O=S1(=O)CCC(S(=O)(=O)N2CCCCCC2)C1 (stereo not drawn)	2.1	-3.8	18.0	-10.5	0.2	-2.0	3.9	-12.8	-10.4
CN1CCN(CCC2Oc3cc([N+](=O)[O-])ccc3NC2=O)CC1 (stereo not drawn)	-0.6	-7.3	26.7	-1.8	1.3	-4.4	-18.5	-8.0	-13.2

Compound activity from PubChem BioAssay.
